PLCb3 inh: human PLC-beta3 inhibitors, primary screen, biochemical, fluorescence. 1-phosphatidylinositol 4,5-bisphosphate phosphodiesterase beta-3 (Homo sapiens), Q01970. actives 0.18% (n = 370,000). Purified PLC-beta3, fluorogenic substrate. AID 720704, 2013. inhibition, % at 12.2 µM; in the data active = inhibition above about 11%;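 note: 0% = median of compound wells on plate and 100% = full blocker control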
DDE Tn6 FP inh: inhibitors of Tn6 peptide binding to fibrin DD(E), primary screen, biochemical, fluorescence polarization, human fibrin, Tn6 probe; Fibrinogen beta chain (Homo sapiens), P02675; AID 720509, 2013; actives 0.21% (n = 370,000); inhibition, % at 8.3 µM; Fibrin DD(E) TRITC-Tn6 fluorescence polarization displacement;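 active = inhibition above a per-campaign cutoff: mean of compounds within control limits plus 3 SD, cut at about 15% in these data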;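 note: 0% = median of all compound wells on the plate and 100% = blocking peptide control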
Target sequence (P02675 whole entry, looked up): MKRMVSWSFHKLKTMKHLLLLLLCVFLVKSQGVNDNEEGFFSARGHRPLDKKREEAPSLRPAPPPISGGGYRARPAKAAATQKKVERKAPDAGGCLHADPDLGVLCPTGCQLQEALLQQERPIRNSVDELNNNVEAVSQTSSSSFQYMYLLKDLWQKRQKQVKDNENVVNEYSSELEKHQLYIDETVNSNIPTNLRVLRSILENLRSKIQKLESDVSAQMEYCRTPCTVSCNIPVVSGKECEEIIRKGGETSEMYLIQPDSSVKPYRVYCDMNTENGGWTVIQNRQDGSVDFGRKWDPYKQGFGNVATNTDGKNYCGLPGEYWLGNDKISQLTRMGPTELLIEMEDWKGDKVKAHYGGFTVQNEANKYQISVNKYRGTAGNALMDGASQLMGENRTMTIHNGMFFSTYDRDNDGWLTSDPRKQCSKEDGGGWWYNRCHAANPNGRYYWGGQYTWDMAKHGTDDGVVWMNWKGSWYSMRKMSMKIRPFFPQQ
Tn7 DDE FP: inhibitors of Tn7 peptide binding to fibrin DD(E), primary screen, biochemical, fluorescence polarization, human fibrin, Tn7 probe. AID 720508, 2013. actives 0.13% (n = 370,000). Fibrinogen beta chain (Homo sapiens), P02675. inhibition, % at 8.3 µM. FP displacement of FITC-Tn7 peptide from fibrin DD(E); 0% = median of compound wells per plate;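 active = inhibition above the mean of compounds falling within the control limits plus 3 SD of them, cut at about 14% in these data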;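 note: 0% = plate median of compound wells and 100% = 10 µM Aha-Tn7 peptide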
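Assay system: Human clot-derived fibrin DD(E) complex | Buffer or medium: Tris/NaCl/CaCl2 buffer, pH 7.8 | Repeats: One replicate per compound | Benchmarks: Aha-Tn7 high control | Measure: % inhibition scaled between sample-field median and high-control FP | Schedule: 10 min plus 3 h, room temperature | Signal: Fluorescence polarization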
ADAM17 inh: ADAM17 inhibitors, primary screen, biochemical, QFRET | recombinant ADAM17, EDANS/DABCYL FRET peptide cleavage | inhibition, % at 6.95 µM | actives 0.83% (n = 370,000);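 active = inhibition above the mean of compounds lying between control limits plus 3 SD, set per campaign, cut at about 8.5% in these data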;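 note: 0% = DMSO-only wells as the low control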
MBD2 DNA inh: inhibitors of MBD2 binding to methylated DNA, primary screen, biochemical, TR-FRET, DNA-binding domain, human | actives 0.31% (n = 370,000) | MBD2 binding to methylated oligonucleotide | inhibition, % at 4.4 µM | Methyl-CpG-binding domain protein 2 (Homo sapiens), Q9UBB5 | AID 686964, 2013; in the data active = inhibition above about 13%
KLK7 zymogen act: proKLK7 zymogen activators, primary screen, biochemical, fluorescence intensity | activation, % at 7 µM | purified proKLK7, EDANS-DABCYL substrate fluorescence; 100% is mature enzyme control, 0% vehicle | actives 0.9% (n = 370,000) | AID 652039, 2013;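 active = activation above the mean of all tested compounds plus 3 SD, computed per campaign excluding outliers beyond control limits, cut at about 13% in these data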
Target sequence (P49862 whole entry, looked up): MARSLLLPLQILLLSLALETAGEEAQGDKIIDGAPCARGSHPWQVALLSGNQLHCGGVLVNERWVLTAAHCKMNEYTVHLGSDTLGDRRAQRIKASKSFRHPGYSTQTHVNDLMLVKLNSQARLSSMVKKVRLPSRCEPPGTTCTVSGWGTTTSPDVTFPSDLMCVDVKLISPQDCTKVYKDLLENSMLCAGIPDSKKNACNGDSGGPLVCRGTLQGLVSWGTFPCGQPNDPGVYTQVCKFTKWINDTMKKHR
UHRF1 MBD2 ctr: UHRF1 methylated DNA binding inhibitors, primary screen, counter-screen for MBD2 inhibitor project, biochemical, TR-FRET, human UHRF1, single concentration | E3 ubiquitin-protein ligase UHRF1 (Homo sapiens), Q96T88 | UHRF1 binding to methylated oligo | inhibition, % at 4.4 µM | actives 0.75% (n = 370,000) | AID 687016, 2013; in the data active = inhibition above about 21%;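 note: UHRF1 SRA domain binding a hemimethylated CpG hairpin DNA probe; 0% = median of test compound wells and 100% = reference inhibitor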
PLC-gamma1 inh: PLC-gamma1 enzyme inhibitors, primary screen, biochemical, fluorescence, purified enzyme; 1-phosphatidylinositol 4,5-bisphosphate phosphodiesterase gamma-1 (Homo sapiens), P19174; actives 0.84% (n = 370,000); fluorogenic substrate; inhibition, % at 12.2 µM; in the data active = inhibition above about 9.5%
ASAP1 GAP inh: inhibitors of human ASAP1 ArfGAP activity, primary screen, biochemical, fluorescence polarization; ASAP1-stimulated ARF1 GTP hydrolysis, GDP FP detection; inhibition, % at 16.5 µM; actives 0.19% (n = 360,000); AID 624377, 2012; in the data active = inhibition above about 25%;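 note: 0% = vehicle with enzyme and substrate and 100% = no enzyme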
ARFGAP1 inhibitor: inhibitors of rat ARFGAP1 GAP activity, primary screen, biochemical, fluorescence polarization, GDP tracer. ADP-ribosylation factor GTPase-activating protein 1 (Rattus norvegicus), Q62848. Arfgap1-stimulated ARF1 GTP hydrolysis, GDP FP detection. actives 0.26% (n = 360,000). inhibition, % at 16.5 µM. AID 651572, 2012;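 active = inhibition above a per-plate limit, mean inhibition of low control wells plus 3 SD, cut at about 25% in these data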;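 note: 0% = DMSO wells with enzyme and 100% = wells lacking Arfgap1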
Target sequence (Q62848 1-136 limits assumed): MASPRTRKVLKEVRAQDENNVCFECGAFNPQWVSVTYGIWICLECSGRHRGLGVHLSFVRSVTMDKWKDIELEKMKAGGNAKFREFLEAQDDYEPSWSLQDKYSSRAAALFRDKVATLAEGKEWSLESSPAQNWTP
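Material – truncated rat Arfgap1 GAP domain · Buffer or medium – HEPES-based buffer, pH 7.5 · Reagent – human ARF1(Δ1-17)-GTP substrate · Dosing – 16.5 µM single point, 1.26% DMSO · Schedule – GTP hydrolysis reaction 2 h at 25 °C · Technique – GDP detection by fluorescence polarization · Benchmarks – No-Arfgap1 wells (100%) versus DMSO full-reaction wells (0%) · Repeats – single replicate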
Starred values were filed as active, the others as inactive.

SMILES	PLCb3 inh	DDE Tn6 FP inh	Tn7 DDE FP	ADAM17 inh	MBD2 DNA inh	KLK7 zymogen act	UHRF1 MBD2 ctr	PLC-gamma1 inh	ASAP1 GAP inh	ARFGAP1 inhibitor
CCN(CC)S(=O)(=O)c1ccc(N2CCOCC2)c(NC(=O)COc2ccc(OC)cc2)c1	-4	2	6	-4	6	0.0	8	1	1	4
CCCCN(CC)C(=O)c1cc2c(=O)[nH]c3ccc(C)cc3c2s1	-23	3	-2	-23	0	-2.4	0	-16	-5	3
CS(=O)(=O)N1CCN(C(=O)c2ccc(Cl)s2)CC1	5	-3	6	0	4	-0.3	-1	-2	0	-8
Oc1ccc2ccccc2c1CN1CCCC1	-7	1	-2	-17	-3	-4.6	0	-4	11	2
CN(C)/C=C/C(=O)c1cnc(-c2ccccc2)s1	2	-2	0	1	-1	0.7	-1	-3	-2	-1
Cc1cccc(C)c1NC(=O)c1cccnc1	-6	-5	2	-2	-6	0.0	1	-2	4	-3
O=C(NC1CC1)C1CCN(C2CCN(C(=O)c3c(F)cccc3Cl)CC2)CC1	-32	-4	5	-5	-5	-1.2	-2	-19	-7	-8
COc1ccccc1NCC(=O)Nc1cc(S(=O)(=O)N2CCOCC2)ccc1N1CCOCC1	2	0	3	-2	1	0.1	-3	0	3	-1
COc1cc(CNc2ncnc3c2ncn3[C@H]2CN(Cc3ccccc3)C[C@@H](COC(C)=O)O2)cc(OC)c1OC	-1	-4	4	-1	1	-0.2	2	2	5	11
CCCN1CCCCC(NC(=O)c2ccc(-c3ccccc3)cc2)C1=O (stereo not given)	-2	-8	8	-6	2	-0.4	2	-1	1	1
CCCC(/C=C/c1ccc(OC(C)=O)cc1)=C1/c2ccccc2C(=O)N1c1ccccc1	-249	-5	-3	1	-1	-5.6	4	-166	3	0
Cc1cccc(C2Nc3ccccc3C(=O)N2NC(=O)c2ccc([N+](=O)[O-])cc2)n1 (stereo not given)	2	-9	3	-2	1	0.4	4	2	-5	-3
CCCc1c(-c2ccccc2)ncn1Cc1ccccc1OC	0	7	3	3	1	0.8	1	1	-5	-3
CCOc1ccccc1N1CCN(C(=O)c2cccc(S(=O)(=O)N3CCOCC3)c2)CC1	-11	1	2	-2	6	0.1	2	0	4	-11
COC(=O)Cc1[nH]c(=S)[nH]c1C(=O)OC	-3	-2	-3	-1	-5	0.2	1	2	-1	3
Cc1cccc(NC(=O)CCS(=O)(=O)c2cccc3nonc23)c1C	-1	0	5	0	11	-0.1	27*	-2	-1	-5
CS(=O)(=O)N(Cc1ccco1)CC(O)Cn1cc(C=O)c2ccccc21 (stereo not given)	2	2	-2	-1	0	0.2	-3	0	-4	3
O=C(CSc1ccc(-c2ccco2)nn1)c1ccccc1	-8	2	1	-1	-7	-0.3	-1	-5	-10	1
COc1cc(OC)cc(-c2cc3ncccc3cn2)c1	0	7	2	-3	3	0.0	18	-2	4	-11
COc1cc2c(OC(C)=O)c3c(c(-c4ccc5c(c4)OCO5)c2cc1OC)C(=O)OC3	-144	9	5	-4	-1	1.2	1	-107	-4	6
CC(C)NC(=O)C1CCCN(S(=O)(=O)c2ccc(-n3cnnn3)cc2)C1 (stereo not given)	-1	5	2	-1	1	-0.3	0	0	9	-11
O=C(c1ccncc1)c1ccc(N2CCN(C3CC(=O)N(Cc4ccccc4)C3=O)CC2)cc1 (stereo not given)	-7	-2	5	4	-6	0.7	-1	-5	-8	9
CCOC(=O)C1CCN(c2ncnc3c2cnn3-c2ccc(Cl)cc2)CC1	-1	2	2	-2	-1	-0.1	-1	-5	-5	10
CCCCCC/C=N/Nc1nnc(Cc2ccc(OC)c(OC)c2)c(=O)[nH]1	-13	2	-4	-2	8	-0.3	1	1	6	-3
COc1cccc(C(=O)Nc2cc(C(F)(F)F)ccc2Cl)c1	1	-3	-2	0	-7	-0.6	-2	1	-6	6
CN1CCN(NC(=O)C23CC4CC(CC(C4)C2)C3)CC1	0	5	3	-2	7	0.0	1	0	8	3
CCOC(=O)C1=C(c2ccccc2)NC(SC)=C(C#N)C1c1ccco1 (stereo not given)	-17	0	-7	0	-1	0.3	0	-12	-8	8
Cc1csc(C(C)NC(=O)c2ccc(OC3CCN(CCc4ccccc4)CC3)cc2)n1 (stereo not given)	-7	-11	-2	-1	-1	0.1	-1	1	-3	0
COc1cc(Cl)c(C)cc1NC(=O)CCCn1c(=O)oc2ccccc21	2	-3	0	4	0	-0.1	-1	4	-7	15
C=CCNc1nc(C(=O)OCC)nc2ccccc12	0	-7	-4	0	-2	-1.1	0	1	8	-5
CCN=C1S/C(=C\c2cc(Cl)c(OC)c(OC)c2)C(=O)N1CC	1	-1	-4	-5	1	-0.4	0	1	4	2
CC(=O)N[C@@H]1[C@@H](O)[C@@H]2OC(c3ccccc3)OC[C@H]2O[C@@H]1N=[N+]=[N-] (stereo not given in full)	-2	-2	-2	-1	-6	-0.1	5	3	2	-4
COC(=O)C1C2CC(=O)C(C2)C1C(=O)OC (stereo not given)	5	-2	0	-3	2	0.3	-1	-1	1	6
Cc1cccc(CC(=O)N2CCCC2)c1	-8	5	2	-4	2	0.0	3	-2	2	-3
O=C(CSCc1ccc(Br)cc1)N1CCCC1	2	0	4	0	3	0.1	1	-1	-3	-12
CCN(Cc1cc(=O)n2cc(Cl)c(C)c(Cl)c2n1)Cc1nc2ccccc2c(=O)[nH]1	-25	-5	-3	-8	-6	-0.9	-1	-25	-9	-9
COc1ccc(-c2ccc(=O)n(CC(=O)NC3CCc4ccccc43)n2)cc1OC (stereo not given)	-10	2	-3	-1	-4	0.6	2	-4	6	8
O=C(COC(=O)/C=C/c1ccc(Cl)cc1Cl)Nc1cccc(S(=O)(=O)NC2=NCCC2)c1	-3	10	4	2	1	0.8	0	-1	-2	1
Cc1ccc(/C=C/C(=O)Nc2nnc(C)s2)o1	-18	3	2	-27	-2	1.1	0	-21	9	6
Cc1ccc(NC(=O)CCCn2nc(C)c3c(C)n(-c4ccccc4)nc3c2=O)cc1C	-9	5	-7	-11	3	0.6	0	-2	-5	4
CCOC(=O)C1CCCN(C(=O)Cc2ccc(Cl)cc2)C1 (stereo not given)	-1	-1	7	-4	5	0.0	0	1	11	0
COc1cccc(NS(=O)(=O)c2csc(C(N)=O)c2)c1	-1	3	-8	2	0	-0.3	0	2	1	-8
COc1ccc(CNC(=O)COC(=O)/C=C/c2cccs2)cc1	-11	-3	6	1	4	0.1	1	-10	-1	-1
O=C(c1ccc(F)cc1)N1CCN(C2CC3CCC2C3)CC1 (stereo not given)	0	-8	-3	2	-3	-0.4	-1	-2	-5	4
CCOc1cc(C(=O)NCC(C)(C)CNC(=O)c2cc(OCC)c(OCC)c(OCC)c2)cc(OCC)c1OCC	3	7	-8	8	-3	0.3	1	0	-7	-4
CCn1cc(C(=O)OCC(=O)Nc2ccccc2OC(F)F)c(=O)c2ccc(C)nc21	5	15	3	1	-4	-0.5	-1	0	-10	5
O=C(Nc1cccc(S(=O)(=O)NC2=NCCCCC2)c1)c1cc(-c2ccccc2)nc2ccccc12	-3	-3	7	-3	-2	0.0	-1	0	-2	4

Whole records, looked up by structure.
Listed for O=C(CSCc1ccc(Br)cc1)N1CCCC1 → PLCb3 inh: 2; DDE Tn6 FP inh: 0; Tn7 DDE FP: 4; ADAM17 inh: 0; MBD2 DNA inh: 3; KLK7 zymogen act: 0.1; UHRF1 MBD2 ctr: 1; PLC-gamma1 inh: -1; ASAP1 GAP inh: -3; ARFGAP1 inhibitor: -12
Listed for O=C(COC(=O)/C=C/c1ccc(Cl)cc1Cl)Nc1cccc(S(=O)(=O)NC2=NCCC2)c1 → PLCb3 inh: -3; DDE Tn6 FP inh: 10; Tn7 DDE FP: 4; ADAM17 inh: 2; MBD2 DNA inh: 1; KLK7 zymogen act: 0.8; UHRF1 MBD2 ctr: 0; PLC-gamma1 inh: -1; ASAP1 GAP inh: -2; ARFGAP1 inhibitor: 1

Some entries already given with just ASAP1 GAP inh, PLC-gamma1 inh and DDE Tn6 FP inh:
SMILES	ASAP1 GAP inh	PLC-gamma1 inh	DDE Tn6 FP inh
O=C(c1ccc(F)cc1)N1CCN(C2CC3CCC2C3)CC1 (stereo not given)	-5	-2	-8
CCn1cc(C(=O)OCC(=O)Nc2ccccc2OC(F)F)c(=O)c2ccc(C)nc21	-10	0	15

Pulled by structure from the entries so far:
SMILES	PLCb3 inh	DDE Tn6 FP inh	Tn7 DDE FP	ADAM17 inh	MBD2 DNA inh	KLK7 zymogen act	UHRF1 MBD2 ctr	PLC-gamma1 inh	ASAP1 GAP inh	ARFGAP1 inhibitor
COc1cccc(NS(=O)(=O)c2csc(C(N)=O)c2)c1	-1	3	-8	2	0	-0.3	0	2	1	-8
COc1ccc(CNC(=O)COC(=O)/C=C/c2cccs2)cc1	-11	-3	6	1	4	0.1	1	-10	-1	-1

Source: PubChem BioAssay
